# High-throughput results as filed in PubChem.
# GPR151 activ: activators of human GPR151 | Q8TDV0 | PathHunter beta-arrestin GPR151 cells, luminescence | activation, % at 11.2 µM | 650,000 compounds, 1% hits | AID 1508602; in the data active = activation above about 4.9%;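 note: 0% = median of compound wells and 100% = cells with positive control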
# Target sequence (Q8TDV0 whole entry, looked up): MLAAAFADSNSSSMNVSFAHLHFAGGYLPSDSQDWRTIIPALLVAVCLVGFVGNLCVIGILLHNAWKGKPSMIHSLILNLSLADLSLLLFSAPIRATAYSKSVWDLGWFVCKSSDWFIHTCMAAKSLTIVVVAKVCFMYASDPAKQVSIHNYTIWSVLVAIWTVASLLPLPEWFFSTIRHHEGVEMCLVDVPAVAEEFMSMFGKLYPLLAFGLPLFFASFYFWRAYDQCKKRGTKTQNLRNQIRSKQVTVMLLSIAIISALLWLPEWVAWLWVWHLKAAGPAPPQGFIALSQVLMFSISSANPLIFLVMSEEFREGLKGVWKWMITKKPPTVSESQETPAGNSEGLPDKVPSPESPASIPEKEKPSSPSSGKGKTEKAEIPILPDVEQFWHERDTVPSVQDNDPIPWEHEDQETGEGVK
# MITF primary: inhibitors of human MITF. inhibition, % at 2.6 µM. 650,000 compounds, 0.91% hits. O75030. AlphaScreen MITF homodimerization, bead proximity signal; in the data active = inhibition above about 50%;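 note: 0% = vehicle wells with protein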
# Target sequence (O75030 whole entry, looked up): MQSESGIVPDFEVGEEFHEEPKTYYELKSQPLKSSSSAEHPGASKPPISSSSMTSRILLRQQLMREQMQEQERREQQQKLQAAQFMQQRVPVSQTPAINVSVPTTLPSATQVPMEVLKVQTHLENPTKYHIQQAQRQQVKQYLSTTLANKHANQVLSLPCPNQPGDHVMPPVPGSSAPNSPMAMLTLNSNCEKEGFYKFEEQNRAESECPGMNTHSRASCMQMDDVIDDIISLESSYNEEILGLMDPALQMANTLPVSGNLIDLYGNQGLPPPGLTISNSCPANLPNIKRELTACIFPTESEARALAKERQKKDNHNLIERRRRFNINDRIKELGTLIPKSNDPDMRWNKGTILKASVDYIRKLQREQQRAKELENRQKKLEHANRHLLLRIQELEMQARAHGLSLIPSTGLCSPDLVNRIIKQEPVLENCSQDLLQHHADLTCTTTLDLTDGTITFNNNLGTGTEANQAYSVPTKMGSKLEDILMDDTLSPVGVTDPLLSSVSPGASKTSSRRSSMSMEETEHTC
# TEAD-YAP inh: TEAD-YAP interaction inhibition | HEK-TIYL cells, TEAD-Gal4/YAP UAS-luciferase luminescence | inhibition, % at 9.12 µM | 640,000 compounds, 1.4% hits | AID 1259422; in the data active = inhibition above about 32%;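 note: 0% = median of test compound wells and 100% = reference inhibitor wells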
# FBW7 activator: activators of human E3 ligase FBW7 | AlphaScreen FBW7–phospho-cyclin E peptide binding, activator screen | AID 1259310 | 650,000 compounds, 0.13% hits | normalized activity (activation), % at 26.1 µM; in the data active = normalized activity above about 1.9%;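 note: purified mutant Fbw7 with reduced substrate affinity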
# An asterisk follows results filed as active; & = joins results of further samples.
# The first two entries as a preview:
SMILES,GPR151 activ,MITF primary,TEAD-YAP inh,FBW7 activator
CCN(c1ccccc1C)S(=O)(=O)c1nnc(NC(=O)c2ccc(F)cc2)s1,10*,6,7,0.1
O=C(O)c1cc(N/N=C/c2cc3c(cc2[N+](=O)[O-])OCO3)ccc1Cl,-0.3,1,-19,-0.1

# All compounds of this part, repeating the preview:
SMILES,GPR151 activ,MITF primary,TEAD-YAP inh,FBW7 activator
CCN(c1ccccc1C)S(=O)(=O)c1nnc(NC(=O)c2ccc(F)cc2)s1,10*,6,7,0.1
O=C(O)c1cc(N/N=C/c2cc3c(cc2[N+](=O)[O-])OCO3)ccc1Cl,-0.3,1,-19,-0.1
Cc1ccc2nc(Cl)c(C3CC(c4ccco4)=NN3C(=O)CCC(=O)O)cc2c1 (stereo not given),-0.4,11,8,0.0
CC(C)Nc1nc(NC(N)=O)nc(NC(C)C)n1,-0.1,17,8,0.5
Cc1ccc2nc(-c3ccc(Br)cc3)cc(C(=O)OCC(=O)c3ccc(Cl)c([N+](=O)[O-])c3)c2c1,-0.7,-17,-2,0.1
COc1cccc(C2C=C(c3cccc(Br)c3)Nc3ncnn32)c1 (stereo not given),1.5,25,39*,0.1
O=C(Nc1ccc(Cl)cc1)C1C2C=CC3(O2)C1C(=O)N(Cc1cccs1)C3C(=O)NC1CCCCC1 (stereo not given),-0.1,7,3,0.0
O=C(Cn1c(=O)oc2cc(S(=O)(=O)N3CCCCC3)ccc21)Nc1ccccc1Cl,0.2,4,10,0.1
Cc1c(C(=O)N/N=C/c2cc([N+](=O)[O-])ccc2O)nnn1-c1nonc1N,-0.2,5,8,-0.3
CCN(CC)c1ccc(C2C(C#N)=C(N)N(c3ccccc3Cl)C3=C2C(=O)CCC3)cc1 (stereo not given),-0.7,-2,14,0.0
Cc1cc(Br)ccc1N1C(=O)c2ccc(S(=O)(=O)c3ccc(C(=O)O)cc3)cc2C1=O,0.1,2,-6,0.2
c1ccc(-c2noc(CN3CCCCCCC3)n2)nc1,-1.7,6,-23,-0.1
Nc1ccc(-c2nc3cccnc3s2)cc1,-8.0,-9,34*,0.0
COc1ccc(OCCCC(=O)Oc2ccc(OC)cc2)cc1,0.1,80*,6,-0.1
N[C@@H](Cc1ccccc1)c1nc2ccc(-c3ccncc3)cc2c(=O)[nH]1,0.0,18,61*,-0.9
O=S(=O)(Nc1ccc(Br)c2ccccc12)c1ccccc1,0.5,-15,-8,-0.2
O=C(Nc1cccc2cccnc12)c1cccc2ccccc12,0.6,-2,-3,0.0
CC(=O)Oc1ccc(C(=O)OCC(=O)c2ccc(Br)cc2)cc1-c1ccccc1,-0.9,-4,-1,-0.1
COc1cc(C(=O)OC(C(=O)NC(N)=O)C(C)C)c([N+](=O)[O-])cc1OC (stereo not given),-0.7,-4,6,0.2
CCOC(=O)c1ccc(-n2c(C)cc(/C=N/n3cnnc3)c2C)cc1,-0.5,6,-3,0.0

# Limited to FBW7 activator, for five of the compounds above:
smiles,FBW7 activator
COc1ccc(OCCCC(=O)Oc2ccc(OC)cc2)cc1,-0.1
N[C@@H](Cc1ccccc1)c1nc2ccc(-c3ccncc3)cc2c(=O)[nH]1,-0.9
O=S(=O)(Nc1ccc(Br)c2ccccc12)c1ccccc1,-0.2
O=C(Nc1cccc2cccnc12)c1cccc2ccccc12,0.0
CC(=O)Oc1ccc(C(=O)OCC(=O)c2ccc(Br)cc2)cc1-c1ccccc1,-0.1

# Other records.
SMILES,GPR151 activ,MITF primary,TEAD-YAP inh,FBW7 activator
CC1=C(CCC2(C)OC(=O)N(C)C2(C)O)C(C)(C)CCC1 (stereo not given),0.4,-6,-3,0.0
Cc1nn(-c2ccccc2)c(C)c1C(=O)OC(C)C#N (stereo not given),2.7,19,-22,0.0
CCCCCCC1CCC(c2ccc(C(N)=O)c(Cl)n2)CC1 (stereo not given),0.0,-11,1,0.0
CCc1cc(Br)ccc1N1C(=O)C2CC=CCC2C1=O (stereo not given),-0.3,17,-4,1.1
O=C(O)c1cccc(N2C(=S)N=C(Nc3ccccc3)C23CCCCC3)c1,-0.3,5,-5,0.0
COCCN1C(=O)/C(=C\c2ccc(Cl)cc2)C(C(=O)OC)=C1C,0.4,0,-10,-0.1
CCCCn1c(N2CCCCC2)nc2c1c(=O)[nH]c(=O)n2C,-1.3,-4,-20,0.0
Cc1cccc(CCNC(=O)Cn2ncc3c(=O)oc4ccccc4c32)c1,0.2,-8,-1,-0.1
O=C(O)c1ccc(S(=O)(=O)c2ccc(Cl)cc2)c([N+](=O)[O-])c1,1.1,3,-5,-0.7
Cc1nn(CN2CCN(S(=O)(=O)c3ccccc3C#N)CC2)c(C)c1[N+](=O)[O-],-2.1,13,-4,0.2
O=C(CSc1ccc(-c2ccccn2)nn1)Nc1ccc(F)cc1,-0.9,30,1,-0.2
N#Cc1ccccc1COC(=O)/C=C/c1ccc2c(c1)OCO2,-0.1,2,-5,0.1
O=C1NC(=S)N(c2ccccc2)C(=O)/C1=C\c1ccc([N+](=O)[O-])s1,1.0,38,14,0.2
CC(C)(O)C#Cc1ccc(CN2CCN(Cc3ccccc3F)C(CCO)C2)s1 (stereo not given),2.6,7,15,-0.1
CCCCC(=O)Nc1ccc(C#N)cc1,-0.3,16,6,0.0
COc1ccc(CN(C)C2CCCCC2)c(OC)c1OC,-0.7,-5,8,0.0
CCOC(=O)c1sc2nc(SCC(=O)Nc3cccc(C(F)(F)F)c3)n(Cc3cccs3)c(=O)c2c1C,0.4,-1,-11,-0.1
O=C(O)CCC(=O)N(Cc1cccnc1)Cc1cccc(F)c1,0.4,8,49*,0.3
COc1cc(/C=N/O)cc(I)c1OC,0.8,4,-10,-0.1
CCn1c(-c2ccc(C)cc2)n[nH]c1=S,0.2,-5,-2,-0.1
CCOc1cc(/C=C2/C(=O)NC(=O)N(c3ccccc3)C2=O)cc(Br)c1O,-0.9,-9,-7,0.0
CC(C)c1ccc(NC(=O)COc2ccc(CO)cc2)cc1,1.1,2,-15,-0.1
Cc1cc(C)n(CC(=O)NCC2CCC3(CCN(C(=O)CC(C)C)CC3)O2)n1 (stereo not given),0.2,-9,-9,0.0
O=C(CNCCN1CCCCC1)Nc1ccc(N2CCCCC2)cc1,0.2,94*,-8,0.0
COc1ccc(OC)c(/C=C2/SC(=Nc3ccccc3)N(Cc3ccccc3)C2=O)c1,1.8,-1,6,0.1
COc1ccccc1C=C1C(=O)N(C)C(=O)N(C)C1=O,0.9,-6,-11,0.1
Cn1c(SCC(=O)Nc2ccc(OCc3ccccc3)cc2)nnc1C1CC1,-0.3,-11,-15,0.0
CCS(=O)(=O)N1CC(C)N(S(=O)(=O)CC)CC1C (stereo not given),-0.7,7,1,0.1
O=C(COc1ccccc1[N+](=O)[O-])OC1CCS(=O)(=O)C1 (stereo not given),-0.2,-17,5,0.0
CCOC(=O)c1ccc(N2C(=O)C(=O)/C(=C(\O)c3ccc(OC)cc3)C2c2ccccc2[N+](=O)[O-])cc1 (stereo not given),-4.9,52*,-20,0.4

# Record cards, from the list above:
# Cc1nn(-c2ccccc2)c(C)c1C(=O)OC(C)C#N (stereo not given) as listed: GPR151 activ: 2.7; MITF primary: 19; TEAD-YAP inh: -22; FBW7 activator: 0.0
# CCS(=O)(=O)N1CC(C)N(S(=O)(=O)CC)CC1C (stereo not given) as listed: GPR151 activ: -0.7; MITF primary: 7; TEAD-YAP inh: 1; FBW7 activator: 0.1

# The list goes on.
SMILES,GPR151 activ,MITF primary,TEAD-YAP inh,FBW7 activator
CCN1C(=O)C(=C2SC3CS(=O)(=O)CC3S2)SC1=S (stereo not given),-0.3,-5,-7,0.3
CC1(C)CC(=O)C2=C(C1)Nc1ncnn1C2c1cccc(Cl)c1Cl (stereo not given),-1.7,13,1,0.3
CC1=C(C(=O)OCC(C)C)C(c2c(F)cccc2Cl)CC(=O)N1 (stereo not given),1.1,8,7,0.0
CCOC(=O)c1c(NCc2ccccc2O)sc2c1CCCC2,0.6,-3,0,-0.1
COc1cccc(-n2nc(C(=O)Nc3cc(C)ccc3OC)c3ccccc3c2=O)c1,0.0,0,9,0.0
Cc1nc(SCC(=O)NC(C)C)c2cc(-c3ccccc3)sc2n1,-2.0,11,-18,0.1
CCCSc1nnc2c(n1)OC(c1c(C)[nH]n(-c3ccccc3)c1=O)Nc1ccccc1-2 (stereo not given),-0.2,61*,-37,-0.2
Cc1ccc(-n2ncc3c(SCC(=O)NC4CCCCC4)ncnc32)c(C)c1,0.4,19,-10,0.0
N=C1S/C(=C\c2ccc(-c3cccc(Cl)c3)o2)C(=O)N1c1ccc(OC(F)(F)F)cc1,0.7,-18,-2,0.1
CCn1c(=O)c2c(nc3n2CCCN3c2ccccc2)n(C)c1=O,2.6,1,3,-0.1
O=[N+]([O-])c1cc(-c2ccc(C(=S)N3CCOCC3)o2)ccc1Cl,-0.6,20,-13,-0.3
Cc1ccc(CNC(=O)N2CCC(CN3CCCCCC3)CC2)cc1,-0.7,3,4,0.6
CS(=O)(=O)Nc1ccc(C(=O)Nc2ccc(F)c(F)c2)cc1,1.7,5,-5,-0.2
O=C(NC(Cc1c[nH]c2ccccc12)C(=O)Nc1cccnc1)OCc1ccccc1 (stereo not given),-1.3,11,4,0.1
CC(C)CN(CC(C)C)C(=O)CN1C(=O)c2ccccc2C1=O,0.6,10,14,0.1
O=C(c1nccs1)C1CCN(C(=O)Cc2n[nH]c(=O)c3ccccc23)CC1,0.0,5,1,-0.1
O=C(Nc1ccc(F)cc1F)C1CCCN(c2ncnc3c2nc2n3CCCCC2)C1 (stereo not given),1.8,0,6,-0.2
Cc1ccccc1C1C(C#N)=C(SCC(=O)Nc2ccc(Br)cc2)NC(=O)C1C#N (stereo not given),2.2,5,7,0.0
CC1CCN(CCCNC(=O)c2cc3c(=O)[nH]c4ccccc4c3n2C)CC1,-0.1,-3,-3,-0.4
O=C(NCc1ccccn1)C(C(=O)c1cccc([N+](=O)[O-])c1)n1cc(Cl)ccc1=O (stereo not given),-1.0,-40,-3,-0.2
Cc1noc(/C=C/N(C)C)c1S(=O)(=O)N1CCCC(C(=O)NC2CCCCCC2)C1 (stereo not given),0.4,12,-2,0.1
CN1CCN(c2nc3cc(C(F)(F)F)ccc3n3cccc23)CC1,1.1&-1.0&-2.5,1&25&27,11&-1,0.4&0.0&0.1
Cc1ccc(C(C)(C)C)c(OCC(=O)Nc2ccccc2C(F)(F)F)c1,-0.1,-10,-7,0.0
Cc1c(CNCc2ccc(F)cc2)c(C(=O)O)c(C)n1Cc1c(F)cccc1Cl,0.3,13,-1,-0.1
O=C(NCc1ccccn1)c1ccc(Sc2cccc(Cl)c2)c([N+](=O)[O-])c1,0.6,-14,-13,0.2
CCOC(=O)c1c(N)sc(C(=O)N2CCCCCC2)c1C,0.0,5,-3,0.0
Cc1ccc(-c2nc3ccccc3o2)cc1NC(=O)c1cc([N+](=O)[O-])ccc1Cl,0.6,4,-11,0.0
CC(C)NC(=O)[C@@H]1C[C@H](NC(C)C)CN1Cc1ccccc1Cl,4.0,11,-4,0.1
Cc1cc([N+](=O)[O-])nn1CC(=O)Nc1nccs1,0.3,0,1,-0.1
CCCOc1ccc(NC(=O)C2CC(=O)N(C)C(=Nc3ccc(OCC)cc3)S2)cc1 (stereo not given),-0.3,7,17,0.6
O=c1oc2ccccc2c(O)c1Cc1cc(Cl)c2cccnc2c1O,1.3,16,1,0.3
Brc1ccc(-n2cc(-c3ccccc3)c3c(N4CCN(Cc5ccccc5)CC4)ncnc32)cc1,-1.4,14,2,0.4
CCOC(=O)C1=C(N)OC2=C(C(=O)CC(C)(C)C2)C1c1ccc(C)s1 (stereo not given),-1.2,7,-36,0.2
CC(C)(C)c1cc(CCC(=O)NCCN)cc(C(C)(C)C)c1O,1.6,-6,-3,-0.1
COc1ccc(/C=C2\Oc3c(ccc(O)c3CN3CCCCC3)C2=O)cc1,1.2,-6,4,-0.2
CCOC(=O)c1c(-c2ccccc2)csc1NC(=O)CNCCCO,-1.3,36,2,0.3
CN(C)c1ccc(N=Cc2ccccc2)cc1,-0.4,19,23,-0.3
COc1ccc(C2C(C(=O)Nc3cccc(C(F)(F)F)c3)=C(C)NC3=C2C(=O)CCC3)cc1 (stereo not given),-0.2,-9,-9,0.5
Nc1cccc2c1C(=O)N(C(=O)c1cccc(Br)c1)C2=O,-1.2,2,-4,0.1
COCCN(CCOC)S(=O)(=O)CC12CCC(CC1=O)C2(C)C (stereo not given),1.3,-8,-3,-0.1
CC1=C(C(=O)Nc2ccc(C)cn2)C(c2ccc(F)cc2)C2=C(CCCC2=O)N1 (stereo not given),-0.1,23,7,0.0
COc1ccccc1NC(=O)CSc1nc2ccsc2c(=O)n1CCCC(=O)NCc1ccc2c(c1)OCO2,-0.6,2,-3,-0.2
Cc1cc(NC(=O)CSc2nc3ccc(Br)cc3c3nc4ccccc4n23)no1,-1.5,5,-7,-0.2
CCCNc1nc(NCCN2CCOCC2)nc2nc[nH]c12,1.7,-3,-3,-0.1
CCOc1ccc(-c2[nH]nc3c2C(c2cc(OC)c(OC)c(OC)c2)C(C#N)=C(N)O3)cc1OC (stereo not given),-1.2,-5,-1,-0.4
CCOCC(=O)Nc1c(C(=O)Nc2cccc(OC)c2)oc2ccccc12,0.1,12,-31,-0.1
CC(=O)N1c2ccc(S(=O)(=O)NCCC(=O)NCCC3=CCCCC3)cc2CC1C (stereo not given),3.3,3,5,-0.1

# This is a random part of the collection (roughly 3.4% active in at least one column).
